Bioassay records deposited in PubChem by The Scripps Research Institute Molecular Screening Center.
GAA850 FXN act: FXN promoter activators, primary screen, cell-based, luciferase luminescence, HEK293 lucGAA850 | HEK293 lucGAA850 FXN promoter luciferase reporter, 24 h; percent of 10 µM SAHA response | activation, % at 6 µM | 0.56% of 360,000 active | AID 540364, 2011;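 active means activation above the average of all compounds screened plus 3 SD, cutoff fixed separately per campaign, cut at about 7.5% in these data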;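 further: 0% = DMSO wells and 100% = 10 µM SAHA wells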
ssDAF12 agonist: S. stercoralis DAF-12 nuclear receptor activators, primary screen, cell-based, luminescence, HEK293, GRIP1 co-expression, lit1-tk-luc; Nuclear hormone receptor DAF-12 (Strongyloides stercoralis); 1% of 370,000 active; AID 652126, 2013; activation, % at 6.8 µM; HEK293 ssDAF-12/GRIP1 lit1-tk-luc reporter; % of 3 µM dafachronic acid response;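 active means activation above the mean over all tested compounds plus 3 SD, cut at about 0.9% in these data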;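 further: 0% = DMSO-only wells and 100% = 3 µM delta7-dafachronic acid wells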
PLC-beta3 inh: human PLC-beta3 inhibitors, primary screen, biochemical, fluorescence | AID 720704, 2013 | Purified PLC-beta3, fluorogenic substrate | 0.18% of 370,000 active | 1-phosphatidylinositol 4,5-bisphosphate phosphodiesterase beta-3 (Homo sapiens), Q01970 | inhibition, % at 12.2 µM; in the data active means inhibition above about 11%;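 further: 0% = median of compound wells on plate and 100% = full blocker control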
DAX1 inh-1: DAX1 (NR0B1) inhibitors on StAR promoter, primary screen, cell-based, luminescence, SF-1 (NR5A1), full-length DAX-1. HEK293T StAR-luciferase reporter, SF-1/DAX-1 repression relief. inhibition, % at 6.8 µM. 1.1% of 370,000 active. AID 652010, 2013;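 active means inhibition above the mean over all tested compounds plus 3 SD, cut at about 3.6% in these data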;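 further: 0% = DAX-1 cells with DMSO and 100% = cells lacking DAX-1 with DMSO; higher inhibition means more luminescence from relief of DAX-1 repression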
ADAM10 inh: human ADAM10 inhibitors, primary screen, biochemical, QFRET, HTS; Disintegrin and metalloproteinase domain-containing protein 10 (Homo sapiens), O14672; recombinant ADAM10, EDANS/DABCYL FRET peptide cleavage, 3 h; inhibition, % at 7 µM; 0.62% of 370,000 active; AID 720582, 2013;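 active means inhibition above a per-campaign cutoff equal to the mean of compounds falling between control-based bounds plus 3 SD, cut at about 20% in these data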;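 further: 0% = DMSO wells while the 100% control is not disclosed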
hcDAF-12 act: H. contortus DAF-12 nuclear receptor activators, primary screen, cell-based, luminescence, HEK293, lit1-tk-luc reporter; HEK293 hcDAF-12 lit1-tk-luc reporter; 0% DMSO, 100% Δ7-dafachronic acid; activation, % at 6.8 µM; 1.4% of 370,000 active; AID 652067, 2013;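 active means activation above the mean of all tested compounds plus 3 SD, cut at about 5.5% in these data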;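 further: 100% = response to 3 µM Δ7-dafachronic acid high control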
HGIII-sPLA2 inh: human group III sPLA2 inhibitors, primary screen, biochemical, QFRET, BODIPY PC-A2 liposome substrate. Group 3 secretory phospholipase A2 (Homo sapiens), Q9NZ20. QFRET BODIPY PC-A2 liposome hydrolysis, fluorescence. inhibition, % at 12.2 µM. 0.56% of 370,000 active. AID 743126, 2013;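 active means inhibition above mean plus 3 SD of compounds lying within the high and low control bounds, cut at about 19% in these data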;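 further: 0% = median of test compound wells and 100% = no enzyme DMSO wells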
ADAM17 inh: ADAM17 inhibitors, primary screen, biochemical, QFRET; recombinant ADAM17, EDANS/DABCYL FRET peptide cleavage; AID 720648, 2013; Disintegrin and metalloproteinase domain-containing protein 17 (Homo sapiens), P78536; 0.83% of 370,000 active; inhibition, % at 6.95 µM;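 active means inhibition above the mean of compounds lying between control limits plus 3 SD, set per campaign, cut at about 8.5% in these data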;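 further: 0% = DMSO-only wells as the low control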
Target sequence (P78536 215-824 limits assumed): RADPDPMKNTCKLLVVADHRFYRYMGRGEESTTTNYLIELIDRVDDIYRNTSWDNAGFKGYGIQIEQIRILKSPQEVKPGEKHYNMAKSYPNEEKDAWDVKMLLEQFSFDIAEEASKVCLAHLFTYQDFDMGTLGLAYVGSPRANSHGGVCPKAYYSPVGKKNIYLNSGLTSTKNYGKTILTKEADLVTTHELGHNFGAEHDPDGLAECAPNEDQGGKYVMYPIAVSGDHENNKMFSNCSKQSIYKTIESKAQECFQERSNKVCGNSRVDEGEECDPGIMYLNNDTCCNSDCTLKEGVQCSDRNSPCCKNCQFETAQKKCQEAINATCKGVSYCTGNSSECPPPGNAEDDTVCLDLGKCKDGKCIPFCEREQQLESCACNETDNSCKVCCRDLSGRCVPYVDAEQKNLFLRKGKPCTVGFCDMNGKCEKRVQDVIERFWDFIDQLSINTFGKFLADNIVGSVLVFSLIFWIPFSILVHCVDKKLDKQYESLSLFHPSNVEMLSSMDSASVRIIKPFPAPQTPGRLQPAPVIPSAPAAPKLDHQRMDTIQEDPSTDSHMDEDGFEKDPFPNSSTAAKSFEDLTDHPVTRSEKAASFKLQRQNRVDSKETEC
PLC-gamma1 inh: PLC-gamma1 enzyme inhibitors, primary screen, biochemical, fluorescence, purified enzyme. fluorogenic substrate. 1-phosphatidylinositol 4,5-bisphosphate phosphodiesterase gamma-1 (Homo sapiens), P19174. inhibition, % at 12.2 µM. 0.84% of 370,000 active; in the data active means inhibition above about 9.5%
DAX1 inh-2: DAX1 (NR0B1) inhibitors, primary screen, cell-based, HEK293, Gal4-DAX1, luciferase luminescence; 0.99% of 340,000 active; inhibition, % at 6.75 µM; Nuclear receptor subfamily 0 group B member 1 (Homo sapiens), P51843; HEK293 Gal4-DAX1 luciferase reporter; AID 504766, 2011;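 active means inhibition above the mean over all tested compounds plus 3 SD, cut at about 4.2% in these data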;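 further: 0% = DAX1-transfected cells with DMSO and 100% = empty-vector control cells with DMSO; inhibition shows as a rise in luminescence from relieved DAX1 repression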
Target sequence (P51843 207-470 limits assumed): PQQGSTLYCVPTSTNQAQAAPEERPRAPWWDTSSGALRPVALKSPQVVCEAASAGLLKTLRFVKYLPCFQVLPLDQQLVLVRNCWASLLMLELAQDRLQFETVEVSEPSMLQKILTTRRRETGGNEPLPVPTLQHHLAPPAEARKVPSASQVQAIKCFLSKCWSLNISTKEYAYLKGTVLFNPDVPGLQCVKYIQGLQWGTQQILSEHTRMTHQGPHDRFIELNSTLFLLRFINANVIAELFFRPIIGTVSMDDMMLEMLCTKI
hgDAF12 agonist: H. glycines DAF-12 receptor agonists, primary screen, cell-based, luminescence, HEK293, GAL4 fusion, UAS-luciferase; HEK293 GAL4-hgDAF12 UAS-luciferase reporter, agonist luminescence; normalized to butyrate control; activation, % at 6.8 µM; 1.8% of 370,000 active;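 active means activation above a cutoff set at the mean of all screened compounds plus 3 SD, cut at about 10% in these data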;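 further: 0% = DMSO wells and 100% = sodium butyrate wells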
* hit, by the source's call; i = inactive; . = no result given; & = joins results of further samples.

SMILES	GAA850 FXN act	ssDAF12 agonist	PLC-beta3 inh	DAX1 inh-1	ADAM10 inh	hcDAF-12 act	HGIII-sPLA2 inh	ADAM17 inh	PLC-gamma1 inh	DAX1 inh-2	hgDAF12 agonist
O=C(COC(=O)C1CC1)NC(=O)NCc1ccccc1	1.9	-1.2	-4.8	0.0	-4.7	0.7	-2.8	-4.9	2.1	-1.3	-0.1
COCCOC(=O)C1=C(C)NC2(O)c3ccccc3C(=O)C12O (centres undefined)	-0.1	0.1	-1.1	-0.7	3.6	1.7	-1.3	3.2	1.6	0.8	-3.0
Cc1c(NC(=S)N/N=C/C=C/c2ccccc2)c(=O)n(-c2ccccc2)n1C	0.2	-0.9	-9.5	-0.5	11.6	0.7	4.2	5.0	-3.3	1.4	1.9
Cc1ccccc1CN1[C@@H](C)[C@H](c2ccccc2)Oc2cccc(NCC(C)C)c2S1(=O)=O	.	-0.7	7.4	2.2	-2.5	3.9	4.0	0.0	3.1	.	-0.3
COc1ccc2c(=O)c(-c3cnn(-c4ccccc4)c3)c(C)oc2c1	0.9	-1.8	-9.0	-0.6	-19.5	1.7	-1.7	-10.4	-13.7	-1.0	-2.6
CCCCCC(=O)Nc1cc(S(=O)(=O)N2CCOCC2)ccc1N1CCN(C)CC1	0.9	-0.7	-7.7	1.1	-7.3	-0.1	1.1	-1.9	-3.5	-0.2	2.8
COc1ccc(CN2CCc3ccccc3C2)cc1Br	-1.0	-1.5	-8.4	-0.2	2.6	-0.4	4.5	-3.8	-0.2	-2.2	0.5
O=C(NNC1=C(C(=O)C(F)(F)F)CCC1)c1cccc(Cl)c1	-0.8	-1.1	2.0	2.1	-4.2	2.2	6.9	-4.2	-2.1	5.2*	12.9*
CCOC(=O)N/N=C/c1ccc(Oc2ccccc2)cc1	1.6	-0.9	9.1	1.9	-5.7	2.7	2.1	-4.4	9.6*	1.7	7.9
CCCn1c2c(c(O)c(C(=O)Nc3nccs3)c1=O)CCCC2	1.1	-0.3	2.1	0.6	3.2	2.5	-6.6	1.4	4.4	-1.5	0.8
Clc1ccc(-c2cnc(Oc3ccccc3)nc2)cc1	0.5	0.5	3.8	3.1	4.2	1.7	1.6	-3.6	1.4	2.5	10.8*
COCCCNC(=O)/C(C#N)=C/c1cc(C)[nH]c1C	-0.8	-1.4	-12.9	-0.6	1.8	1.0	11.3	-1.2	-1.6	-0.1	4.3
COCCCNC(=O)/C(C#N)=C/c1c(N2CCN(C)CC2)nc2c(C)cccn2c1=O	0.7	-0.9	-94.7	0.2	i	-1.7	5.8	-211.1	-65.5	0.6	-0.8
COC(=O)N1CCN(c2ccc(C)cc2)C(C)C1 (centres undefined)	2.2	-1.7	-10.0	0.3	-5.5	-0.5	2.3	-8.2	3.1	0.1	0.3
C/C(=N\OCC(=O)NC(C)C)c1cccs1	-2.5	-1.4	-0.6	0.3	9.8	-1.0	0.1	1.7	1.5	-0.2	-0.8
CCN(CC)S(=O)(=O)c1ccc(C(C)NC(=O)C2CCCN2C(=O)c2cccs2)cc1 (centres undefined)	-1.3	-1.6	-8.2	-0.4	-7.0	-2.6	6.2	-6.2	-2.7	0.0	-1.5
O=C(Nc1ccc(Cl)cc1)N[C@@H]1c2c(ccc3ccccc23)OC[C@@H]1CO	0.7	-1.4	0.8	0.0	6.1	-0.2	-53.5	-0.4	0.3	-0.5	0.9
O=C(O)CCNC1CCCCC1	2.4	-0.9	-2.5	0.0	4.5	-1.2	3.6	-0.1	1.1	-0.4	3.1
CC(=O)c1ccc(S(=O)(=O)N2CCN(c3ccccc3F)CC2)cc1	0.4	-1.4	5.5	-1.3	4.0	0.1	-2.1	0.4	4.0	-0.3	-3.4
CCN1CCN(C(=S)Nc2ccc(Cl)cc2)CC1	2.1	-1.6	0.3	-0.5	4.8	-0.9	-2.0	-4.0	-1.0	1.1	-0.7
CCNC(=O)N1CCN(c2ccc(N3CCN(C(=O)NCC)[C@H](C)C3)c(C)c2)[C@@H](C)C1	.	-1.0	1.2	0.8	-6.5	-3.6	1.5	-2.9	0.7	.	0.7
CCCN(CC(=O)Nc1ccc(F)c(F)c1F)C(=O)c1ccc2c(c1)NC(=O)CS2	1.1	-1.9	-3.4	-2.5	3.1	-1.0	-10.1	4.1	4.2	-0.5	-2.0
CC(=O)c1ccccc1NC(=O)COC(=O)c1cc[n+]([O-])cc1	1.9	-0.2	-15.6	0.6	-8.9	2.0	4.4	-4.5	-8.0	-0.5	1.3
O=C(NCc1ccco1)c1ccc(OC2CCN(Cc3ccccn3)CC2)cc1	-0.7	-1.5	-1.6	-1.9	-24.0	-1.0	2.2	-3.6	-1.1	-0.8	0.3
N#Cc1cccc(NC(=S)Nc2ccccc2)c1	-1.1	-1.4	2.7	0.1	-2.4	1.7	6.3	1.9	4.3	0.2	-2.9
Cc1ccc(-n2c(SCC(=O)c3ccc(-c4ccccc4)cc3)nnc2-c2ccc(C(C)(C)C)cc2)cc1	.	-1.8	-3.8	0.2	-0.5	0.9	4.2	2.2	-2.0	.	5.9
CCOc1ccc(NC(=O)C(=O)NCCN2CCN(S(=O)(=O)c3ccccc3)CC2)cc1	-1.4	-0.8	-3.5	-0.1	5.7	-0.6	15.1	-4.2	3.9	-0.7	0.3
CN(Cc1ccccc1)S(=O)(=O)c1ccc(Cl)c(C(=O)NCCCN2CCOCC2)c1	-0.8	-1.2	-5.6	-1.1	-15.0	-0.1	17.2	-2.3	-7.8	-1.5	-2.4
COc1ccc(C(=O)N2CCC(C(=O)c3ccc(F)cc3)CC2)cc1	-0.8	-1.5	2.9	-1.0	-8.6	-2.5	4.7	-0.5	-0.8	-0.9	-3.9
CC(C)(C)n1cnc2cc(NCc3cccs3)ccc21	2.8	-1.0	-11.6	3.1	-12.6	-0.3	-0.8	-4.9	-5.5	0.5	6.5

Reprinted from the part before: two compounds; new compounds follow.
SMILES	GAA850 FXN act	ssDAF12 agonist	PLC-beta3 inh	DAX1 inh-1	ADAM10 inh	hcDAF-12 act	HGIII-sPLA2 inh	ADAM17 inh	PLC-gamma1 inh	DAX1 inh-2	hgDAF12 agonist
COc1ccc(C(=O)N2CCC(C(=O)c3ccc(F)cc3)CC2)cc1	-0.8	-1.5	2.9	-1.0	-8.6	-2.5	4.7	-0.5	-0.8	-0.9	-3.9
CC(C)(C)n1cnc2cc(NCc3cccs3)ccc21	2.8	-1.0	-11.6	3.1	-12.6	-0.3	-0.8	-4.9	-5.5	0.5	6.5
COc1ccc2c(c1OC)C(=O)OC2C1c2c(cc3c(c2OC)OCO3)CCN1C (centres undefined)	0.9&0.5&0.2	-1.2&-1.1&-1.2	-10.9&-61.5&-12.1	-0.7&0.2&-0.7	-12.1&-72.2&-6.6	-0.4&1.3&-1.6	0.2&12.9&-1.3	-3.4&-19.6&-4.0	-8.2&-49.4&-11.7	-1.7&1.4&-1.6	-2.2&-1.1&0.0
C#CCCC(=O)c1ccccc1/C=[N+](\[O-])c1ccccc1	-2.4	-0.1	-18.1	-0.4	-8.1	2.1	-2.0	-1.8	-10.5	1.1	2.3
CCN(C(=O)c1ccccc1F)c1nc(-c2ccc(OC)cc2)cs1	3.6	-1.3	-5.3	0.4	6.0	2.0	1.7	3.7	-3.6	3.5	8.3
CCN(CC)C(=O)CN1C(=O)c2cccc3cccc1c23	1.0	-1.5	-384.4	0.0	-50.8	-2.1	13.8	-30.4	-321.7	1.2	-0.1
O=C(NCc1ccccc1)c1ccc2ccccc2n1	0.0	0.8	-11.3	-0.2	-4.5	5.1	2.5	2.3	0.2	-1.0	4.1
O=C(NCCCn1ccnc1)c1cnn2c1NC(c1ccccc1)CC2C(F)(F)F (centres undefined)	0.5	-2.0	-0.8	0.5	-1.7	-0.6	-14.5	-1.5	0.3	0.1	-0.7
O=C(NCCc1ccccn1)c1nc(Cn2cc([N+](=O)[O-])cn2)no1	1.3	-1.0	-7.7	0.2	3.9	1.5	3.1	-5.2	0.0	-0.9	1.0
CC(C)(C)c1nnc(NC(=O)Nc2ccc(Cl)cc2)s1	2.6	-0.3	-6.9	-0.2	-6.3	-0.5	4.6	-3.2	0.0	2.1	2.5
O=C(COC(=O)CC1CC2CCC1C2)NC(=O)NC1CCCC1 (centres undefined)	0.8	-0.2	4.3	1.2	-3.2	0.2	3.6	-2.4	2.5	0.1	-0.5
COc1ccc(C)cc1Nc1nc(-c2ccccc2O)nc2ccccc12	1.6	0.8	-10.4	0.4	12.3	4.7	2.8	1.6	3.7	-0.2	-1.6
Cc1ccc(NS(=O)(=O)c2c(F)cc(F)c(Cl)c2F)cc1S(=O)(=O)N1CCOCC1	-3.4	-1.0	9.9	0.2	7.9	-2.0	-31.6	4.9	9.8*	-0.3	-2.7
O=C(N=Nc1c(O)[nH]c2c(Cl)cc(Cl)cc12)c1ccccc1O	.	-1.0	2.1	1.5	-2.4	1.1	6.6	-2.5	0.1	.	4.8
O=C(O)c1cccc(Nc2ncnc3ccc(Br)cc23)c1	0.5	-0.7	-11.7	-0.1	-10.9	-0.1	0.9	-3.6	-4.7	-0.8	4.7
CCOc1ccc(NC(=O)COC(=O)c2ncc(Cl)c(Cl)c2Cl)cc1	-0.3	-0.6	7.0	-1.3	-2.8	3.6	-3.6	-0.3	2.5	0.5	1.9
CCOC(=O)C1CCN(C(=O)Nc2cccc(Cl)c2)CC1	1.3	-1.1	1.6	-0.9	-8.5	-0.3	-0.6	-1.3	2.7	-0.5	0.2
Cc1cc(C(=O)Nc2ccc(S(=O)(=O)N3CCCC3)cc2)no1	-1.6	-0.9	-3.7	0.8	1.0	-1.4	1.6	-4.1	-0.5	-0.7	1.1
Nc1ccc(S(=O)(=O)NC2(C(F)(F)F)NC(=O)N(c3ccccc3F)C2=O)cc1 (centres undefined)	0.5	-1.0	-4.2	-0.2	3.9	0.4	2.6	-2.1	-0.1	1.1	-1.2
COc1ccc(NC(=O)CCCc2ccccc2)c(OC)c1	3.8	-1.1	-5.2	1.0	3.8	-1.0	1.3	2.9	3.8	1.7	6.5
COc1ccccc1N1CCN(C(c2cccs2)C(C)NC(=O)C(=O)N2CCCCC2)CC1 (centres undefined)	1.6	-0.6	-2.3	0.2	6.3	0.3	5.0	1.9	4.1	-0.2	0.3
